# CHT block – inhibits the human high affinity choline transporter | AID 488975 | Q9GZV3 | B-score at 10 µM | hit rate 0.86% among 310,000 | CHT-expressing cells, membrane potential dye, choline response; active compounds read low;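 active means B-score over 3 SD under the library average, and starting fluorescence ratio not unusually high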;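 further: choline stimulus applied at its EC90 after an EC20 pre-addition; B-score computed on integrated fluorescence ratio after choline addition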
# KCNQ2 block – KCNQ2 potassium channel inhibitors, primary screen, cell-based, CHO-K1, FluxOR thallium flux, B-score (AID 2156); 20 min; active compounds read low; B-score at 10 µM; O88943; hit rate 1.1% among 310,000;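 active means fluorescence ratio B-score at most minus 3 library SDs, with starting brightness B-score within 2 library SDs, cut at about -5.5 in these data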
# Target sequence (O88943 whole entry, looked up): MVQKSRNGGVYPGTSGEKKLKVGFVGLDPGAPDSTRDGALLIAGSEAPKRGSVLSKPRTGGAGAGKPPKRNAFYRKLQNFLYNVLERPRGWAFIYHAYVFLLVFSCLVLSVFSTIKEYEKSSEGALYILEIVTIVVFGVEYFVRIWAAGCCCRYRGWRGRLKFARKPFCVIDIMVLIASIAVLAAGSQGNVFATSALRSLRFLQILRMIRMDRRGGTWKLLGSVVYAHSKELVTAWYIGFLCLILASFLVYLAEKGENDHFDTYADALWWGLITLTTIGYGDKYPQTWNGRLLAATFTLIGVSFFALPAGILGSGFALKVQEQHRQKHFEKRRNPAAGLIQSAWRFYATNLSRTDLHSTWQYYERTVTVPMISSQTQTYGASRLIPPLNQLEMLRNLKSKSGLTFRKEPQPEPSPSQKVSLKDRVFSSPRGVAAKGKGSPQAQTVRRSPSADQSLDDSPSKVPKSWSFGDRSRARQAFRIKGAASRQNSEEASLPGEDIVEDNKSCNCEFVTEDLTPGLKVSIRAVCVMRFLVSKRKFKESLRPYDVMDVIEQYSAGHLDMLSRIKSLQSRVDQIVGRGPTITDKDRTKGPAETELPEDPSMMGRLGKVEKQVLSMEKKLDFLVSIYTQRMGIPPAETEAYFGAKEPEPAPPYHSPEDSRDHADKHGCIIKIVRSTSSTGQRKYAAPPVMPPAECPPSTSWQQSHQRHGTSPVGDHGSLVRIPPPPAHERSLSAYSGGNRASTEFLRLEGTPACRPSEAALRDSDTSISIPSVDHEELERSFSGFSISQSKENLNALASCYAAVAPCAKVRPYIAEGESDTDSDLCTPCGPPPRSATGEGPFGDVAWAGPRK
# Kir21 block – inhibitors of mouse Kir2.1 inward-rectifier potassium channel | P35561 | HEK293-Kir2.1, FluxOR thallium flux fluorescence; active compounds read low | B-score at 10 µM | hit rate 0.85% among 310,000;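 active means fluorescence ratio B-score at or below minus 3 SD of library scores, with starting-brightness B-score within 2 SD, cut at about -4.2 in these data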;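 further: channel flux triggered by added potassium and thallium sulfate stimulus; B-score of peak minus minimum fluorescence over baseline after thallium stimulus; more negative B-score means stronger Kir2.1 block with less thallium influx; some compounds called inactive have numbers as strong as hits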
# * hit, by the source's call; i = inactive.
SMILES,CHT block,KCNQ2 block,Kir21 block
CCc1ccccc1NC(=O)c1ccc2c(O)c(S(=O)(=O)c3ccc(OC)cc3)c(=O)[nH]c2c1,i,i,-0.36
N#Cc1ccc(CSc2nnc(-c3cnccn3)o2)cc1,i,i,0.74
CCCCNC(=O)CC1NCCNC1=O (configuration not stated),i,i,0.3
C=C(C(=O)c1ccccc1)C(C(=C)C(=O)c1ccccc1)c1ccc(OC)cc1,i,i,0.92
CCOC(=O)C1=C(O)C(=O)N(c2ccc(S(N)(=O)=O)cc2)C1c1ccc(Br)cc1 (configuration not stated),i,i,0.45
O=C(NCc1nc2ccccc2[nH]1)C1=C[C@H](C2CC2)C[C@H](OCc2ccc(CO)cc2)O1,i,i,0.09
CCOCCCN(C)C1CCN(C(=O)c2oc3ccccc3c2NC(=O)c2ccc(F)cc2)CC1,-9*,i,-0.43
CCOC(=O)CC(=O)NC1(Cc2ccc(O)cc2)CCCCC1,i,i,-1.7
OCCn1nc(-c2ccccc2)cc1-c1ccccc1,-9.3*,i,1.8
O=C1C2CC=CCC2C(=O)N1c1cccc(OS(=O)(=O)c2ccc3ccccc3c2)c1 (configuration not stated),i,i,0.37
COc1ccc(-c2[nH]ncc2-c2ccc(Cl)cc2)c(O)c1,i,i,-1.7
COCCn1c(=S)[nH]c2cc(C(=O)N3CCc4ccccc43)ccc2c1=O,i,i,-0.05
CNC[C@H](CC1CCCCC1)NC[C@H](NCCC1CCCC1)[C@H](C)O,i,i,-0.47
COC(=O)c1ccccc1NC(=O)CSc1nnnn1-c1ccc(C)cc1C,i,i,-1.7
O=C(NCCCc1ccccc1)c1cc(COc2c(F)cccc2F)on1,i,i,0.01
CCOc1nc2ccccc2nc1NS(=O)(=O)c1ccccc1,i,i,1.5
COc1cccc(OCc2cc(C(=O)N3CCCC3c3ccccn3)no2)c1 (configuration not stated),i,i,-0.87
N#Cc1c(N)[nH]c(=S)c(C#N)c1-c1ccccc1,i,i,0.04
COc1ccccc1-c1c(C)oc2cc(OC(=O)c3ccco3)ccc2c1=O,i,i,-9.2*
Cc1[nH]c(C)c(S(=O)(=O)Nc2ccccc2Cl)c1C(=O)N1CCCC1,i,i,-2.4
CN(C)c1ccc(N=Cc2nc(-c3ccccc3)oc2O)cc1,i,i,-1.2
Cc1cccc(NC(=O)CSc2ncnc3nc[nH]c23)c1C,i,i,-1.6
Cc1cc(C(=O)COC(=O)CCc2nc3ccccc3c(=O)[nH]2)c(C)n1CC1CCCO1 (configuration not stated),i,i,0.02
CC(NC(=O)C12CC3CC(CC(C3)C1)C2)c1ccc(F)cc1 (configuration not stated),i,i,0.87
Cn1ccnc1C(=O)c1cccc(Br)c1,i,i,-0.57
O=C(c1ccc(Cl)c(S(=O)(=O)N2CCCC2)c1)N1CCOCC1,i,i,0.77
CCC1C(c2ccccc2)N(C)C(c2ccccc2)CC1(O)c1ccccc1 (configuration not stated),i,i,0
CC(C)c1nnc(NC(=O)CC23CC4CC(CC(C4)C2)C3)s1,i,i,-0.29
O=C(CSc1ccc(-c2ccc(Cl)cc2)nn1)NC1CCCC1,i,i,1.5
CCCc1nc(NCCO)c(C#N)c2c1CCCC2,-8*,i,0.09
NNC(=O)CN1C(=O)Nc2ccc(Br)cc2C1c1ccccc1 (configuration not stated),i,i,-0.79
COc1ccc(NC(=O)C/C(C)=N/NC(=O)C2CCCCC2)c([N+](=O)[O-])c1,i,i,0.45
Cc1ccc(S(=O)(=O)c2nc(-c3ccco3)oc2SC(C)C)cc1,i,i,-0.07
CCOC(=O)c1cc2nc(-c3ccccc3)cc(C)n2n1,i,i,-0.17
COc1ccccc1-c1noc(CCCC(=O)N2CCOCC2)n1,i,i,1.5
Cc1ccc2nc(N3CCN(Cc4nnnn4C4CCCC4)CC3)c(C#N)cc2c1,i,i,0.99
CCc1ccc(N2CC(C(=O)OCC(=O)c3c(N)n(CC(C)C)c(=O)n(C)c3=O)CC2=O)cc1 (configuration not stated),i,i,1.5
CCN(CC(=O)NCc1cccnc1)S(=O)(=O)c1ccc(OC)cc1,i,i,0
COC(=S)N/C(=N\S(=O)(=O)c1ccc(Cl)cc1)c1ccccc1,i,i,0.03
CCOC(=O)C(=CNc1ccc2c(c1)nnn2-c1ccc(Cl)cc1)C(=O)OCC,i,i,0.33
CC1CC2(CCCCC2)Nc2c1ccc1ccccc21 (configuration not stated),i,i,-0.08
Nc1nonc1C(=Nc1ccc(Br)cc1)NO,i,i,-0.06
O=C(NNC(=S)Nc1ccc(Cl)cc1)c1ccccc1,i,i,1.4
CCOC(=O)C(Cc1ccccc1)NC(=O)CCc1c(C)nc2ncnn2c1C (configuration not stated),i,i,0.06
CCCc1cnc(N2CCN(S(=O)(=O)c3cccs3)CC2)nc1,i,i,-1
COCCCN1C(=O)C(O)=C(C(=O)c2ccco2)C1c1ccccc1 (configuration not stated),i,i,0.41
N#Cc1ccccc1CSc1nc(O)cc(=O)[nH]1,i,i,0.36
O=C(NC1CCCc2ccccc21)c1ccc(CNc2c(N3CCOCC3)c(=O)c2=O)cc1 (configuration not stated),i,i,-0.03
Cc1nn(Cc2ccccc2Cl)c(C)c1NC(=O)c1noc2c1CCCCC2,-5.7*,i,-2.2
COC(=O)c1ccc(OCCOCCOc2cccc3ccc(C)nc23)cc1,i,i,0.48
O=C(Cc1cccs1)NCc1cc(Cl)cc(Cl)c1,i,i,-1.8
CC(=O)Nn1cc2c(=O)n(C)c(=O)n(C)c2c1,i,i,-1.5
COc1cc2c(c(OC)c1OC)-c1ccc(NC(=O)c3ccccc3)c(=O)cc1[C@@H](NC(C)=O)CC2,i,i,0.64
Cc1cc(C)c2[nH]c(=O)c(CN(Cc3ccco3)C(=S)NCC3CCCO3)cc2c1 (configuration not stated),i,i,0.62
S=C(c1ccc(-c2ccccc2Cl)o1)N1CCCCC1,i,i,1.1
COC(=O)c1ccccc1NC(=O)N1CCCC1,i,i,-0.43
CCc1cc(=O)oc2c3c(cc(OCC(=O)NCc4ccncc4)c12)OC(C)(C)CC3,i,i,0.47
CCCc1cc(=O)n2[nH]c(C(F)(F)F)nc2n1,i,i,-0.59
Cc1cc(NC(=O)COC(=O)C2CC(=O)N(c3ccc(Br)cc3)C2)no1 (configuration not stated),i,i,0.94
O=C(Nc1ccc2c(c1)C(=O)OC2)c1ccc(F)cc1F,i,i,1.4
# Other entries follow:
SMILES,CHT block,KCNQ2 block,Kir21 block
CCOC(=O)c1c(C)n(OCc2ccccc2)c2ccc3nonc3c12,i,i,0.15
COc1ccc(N2CCN(CCCNC(=O)C3CCCN(S(=O)(=O)c4cnc[nH]4)C3)CC2)cc1 (configuration not stated),i,i,0.45
COc1ccc(OC)c(NC(=S)NCCN2CCOCC2)c1,i,i,0.02
COc1cc2ncnc(NCc3ccc4c(c3)OCO4)c2cc1OC,i,i,0.51
CCCS(=O)(=O)c1nc(S(=O)(=O)c2ccc(C)cc2)c(N2CCCC2)s1,i,i,2.5
N#Cc1c(NC(=O)c2ccco2)sc2c1CCC2,i,i,0.1
Cn1c(=O)c2c(-c3ccccc3)n(-n3cnnc3)cc2n(C)c1=O,i,i,0.13
CC(Cc1n[nH]c(=S)n1N)c1ccccc1 (configuration not stated),i,i,0.02
Cc1c(NC(=O)c2ccc(-c3ccccc3)cc2)cccc1C(=O)O,i,i,0.68
CSC(=NS(=O)(=O)c1ccccc1)SC,i,i,-1.6
CN(C)CCN1C(=O)c2oc3ccccc3c(=O)c2C1c1cccc(Br)c1 (configuration not stated),i,i,-0.01
N#C/C(=C\c1ccco1)C(=O)Nn1cnnc1,i,i,-1.3
COc1ccc(-n2nnnc2SCC(=O)c2cccc(OC)c2)cc1,i,i,0.67
CN1CCN(/C=N/c2sc3c(c2C#N)CCCCC3)CC1,i,i,-2.1
Cc1ccnc(NC(=O)CCC(=O)N(CC(=O)NCc2ccccc2)Cc2ccco2)c1,i,i,0.12

# 6 entries from above, ordered by molecular weight, smallest number first:
SMILES,CHT block,KCNQ2 block,Kir21 block
N#Cc1c(NC(=O)c2ccco2)sc2c1CCC2,i,i,0.1
CSC(=NS(=O)(=O)c1ccccc1)SC,i,i,-1.6
CN1CCN(/C=N/c2sc3c(c2C#N)CCCCC3)CC1,i,i,-2.1
COc1cc2ncnc(NCc3ccc4c(c3)OCO4)c2cc1OC,i,i,0.51
CCOC(=O)c1c(C)n(OCc2ccccc2)c2ccc3nonc3c12,i,i,0.15
CCCS(=O)(=O)c1nc(S(=O)(=O)c2ccc(C)cc2)c(N2CCCC2)s1,i,i,2.5

# Next structures
SMILES,CHT block,KCNQ2 block,Kir21 block
COCc1ccc(CN2CCc3c([nH]c4ccccc34)C2CC(C)C)o1 (configuration not stated),i,i,-0.03
COc1ccc(NC(=O)c2cc(S(=O)(=O)N3CCOCC3)cs2)cc1,i,i,1.6
CCC(C)(C(=O)NC1CCCCC1)N(Cc1cccs1)C(=O)c1ccc(=O)[nH]c1 (configuration not stated),i,i,-0.73
CCOc1ccc(CCNC(=O)C2CC(=O)N(C3CCCC3)C2)cc1OCC (configuration not stated),i,i,1
O=C(COC(=O)c1ccc2ccccc2c1)Nc1ncc(C(F)(F)F)cc1Cl,i,i,0.37
C=CCn1c(=O)c(C#N)cc2c(=O)n3ccccc3nc21,i,i,0.31
O=C(COC(=O)c1ccccc1Br)Nc1ccc(F)cc1,i,i,-0.86
CN(C)C(=O)c1nc2ccc(Cl)cn2c1CN1CCCC(OCc2cccnc2)C1 (configuration not stated),i,i,-0.02
Cc1c(Br)c([N+](=O)[O-])nn1CC(=O)Nc1ccc(C(N)=O)cc1,i,i,-1.5
O=C(NC1CCCCC1)C(c1ccc(Cl)cc1)N(C(=O)c1cnccn1)c1ccc2c(c1)OCO2 (configuration not stated),i,i,-0.12
Cc1cc(C)n2cc(CSCc3ccccc3)nc2n1,i,i,-1
O=C(Nc1ccc(F)cc1)N(CCCN1CCOCC1)Cc1cc2cc3c(cc2[nH]c1=O)OCCO3,i,i,0.46
NS(=O)(=O)c1ccc(NC(=O)CCC(=O)c2cccs2)cc1,i,i,0.9
O=C(NCc1ccco1)c1cc(=O)c2ccccc2o1,i,i,0.2
O=C(Cn1ccc([N+](=O)[O-])n1)NCc1cccnc1,i,i,-1
O=C(N/N=C/c1cc(Br)cc(Br)c1O)c1cccc(N2CCCC2=O)c1,i,i,0
Cc1noc(C(=O)Nc2cc(Cl)ccc2O)c1Cl,i,i,0.89
Cc1cc2[nH]c(=O)c(=O)[nH]c2cc1S(=O)(=O)N1CCN(c2cccc(C(F)(F)F)c2)CC1,i,i,-0.71
Cc1ccsc1C(=O)C1CCCN(Cc2cn(C)nc2-c2ccccc2)C1 (configuration not stated),i,i,-1.4
Cc1c(CC(=O)O)c(=O)oc2c(C)c3occ(-c4ccc(F)cc4)c3cc12,i,i,1.2
CC1=C(C(=O)Nc2ccc(C(=O)N3CCN(c4ccccc4F)CC3)cc2)SCCO1,i,i,-0.66
O=C(COC(=O)C1CCN(C(=O)c2ccc(Cl)cc2)CC1)c1ccco1,i,i,-1.3
COc1ccccc1OCCOc1ccc(/C=C2\C(=N)N3N=C(S(C)(=O)=O)SC3=NC2=O)cc1,i,i,0.49
CCN(CC(=O)NCc1ccc(Cl)cc1)C(=O)CCC(=O)c1ccc(C)cc1,i,i,0.09
CC1CCN(C(=O)c2ccc(CNc3c(N4CCCC4)c(=O)c3=O)cc2)CC1,i,i,-0.99
Cc1nc2ccccc2c2oc(C(=O)NCCN3CCN(C)CC3)cc12,i,i,-1.1
COc1ccc(-c2noc(CCCc3ccccc3)n2)cc1OC,i,i,2.3
CCC(C)(C)N1CC(=O)N(Cc2ccccc2)C(c2ccc(OC)cc2)C1=O (configuration not stated),i,i,-0.4
O=C(NNS(=O)(=O)c1ccccc1C(F)(F)F)c1cc2ncc(C(F)(F)F)cc2s1,i,i,-1.4
O=C(NCCN1CCOCC1)c1ccc(NS(=O)(=O)c2ccccc2)cc1,i,i,0.78

# Record cards, from the list above.
# Cc1nc2ccccc2c2oc(C(=O)NCCN3CCN(C)CC3)cc12 across the screens: CHT block: i; KCNQ2 block: i; Kir21 block: -1.1
# COc1ccccc1OCCOc1ccc(/C=C2\C(=N)N3N=C(S(C)(=O)=O)SC3=NC2=O)cc1 across the screens: CHT block: i; KCNQ2 block: i; Kir21 block: 0.49
# O=C(NNS(=O)(=O)c1ccccc1C(F)(F)F)c1cc2ncc(C(F)(F)F)cc2s1 across the screens: CHT block: i; KCNQ2 block: i; Kir21 block: -1.4

# Other compounds follow.
SMILES,CHT block,KCNQ2 block,Kir21 block
COc1ccccc1NC(=O)CCC(=O)OCc1cccc([N+](=O)[O-])c1,i,i,1.7
O=C1NNC(c2ccccc2)=N/C1=C\c1ccccc1,i,i,0.13
CCOc1ccc(Cl)cc1CNCCNCCO,i,i,0.72
Cc1cc(C(=O)COC(=O)C2=COCCO2)c(C)n1-c1cccc(F)c1,i,i,0.15
CC(=O)c1cccc(NC(=O)N2CCCC2C(=O)NCc2ccc3c(c2)OCO3)c1 (configuration not stated),i,i,-1.3
COc1ccc(OCCC(=O)OCC(=O)Nc2ccc(S(=O)(=O)N3CCOCC3)cc2)cc1,i,i,-0.1
O=C(NC1CCCCC1)NC1CCN(S(=O)(=O)Cc2ccccc2)CC1,i,i,1.3
O=C(OC(C(=O)NC1CCCC1)c1cccnc1)C1=Cc2ccccc2OC1 (configuration not stated),i,i,-2.2

# High-throughput results from PubChem BioAssay.
